LEDGF integ inh = blocks HIV-1 LEDGF/p75-dependent DNA integration; TR-FRET IN-LEDGF/p75 DNA integration, Eu/Cy5; inhibition, % at 3.7 µM; actives 0.64% (n = 370,000);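 active means inhibition above the screen-wide mean plus 3 SD, cut at about 13% in these data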;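 further: signal is the Cy5 over europium emission ratio at 671 and 618 nm; 0% = plate median of compound wells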
PG9 Ab binder = PG9 antibody binding by small molecule; TR-FRET gp120-PG9 antibody binding; actives 0.43% (n = 360,000); AID 624416; inhibition, % at 6.7 µM; in the data active means inhibition above about 8.5%
TDP2 inh = blocks human TDP2 phosphodiesterase activity | recombinant TDP2, T5PNP hydrolysis, p-nitrophenol absorbance 415 nm | inhibition, % at 12.8 µM | actives 0.34% (n = 370,000);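 active means inhibition above the mean of all tested compounds plus 3 SD, set per campaign, cut at about 25% in these data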;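 further: 0% = DMSO with enzyme and 100% = buffer with substrate but no TDP2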
Target sequence (O95551 whole entry, looked up): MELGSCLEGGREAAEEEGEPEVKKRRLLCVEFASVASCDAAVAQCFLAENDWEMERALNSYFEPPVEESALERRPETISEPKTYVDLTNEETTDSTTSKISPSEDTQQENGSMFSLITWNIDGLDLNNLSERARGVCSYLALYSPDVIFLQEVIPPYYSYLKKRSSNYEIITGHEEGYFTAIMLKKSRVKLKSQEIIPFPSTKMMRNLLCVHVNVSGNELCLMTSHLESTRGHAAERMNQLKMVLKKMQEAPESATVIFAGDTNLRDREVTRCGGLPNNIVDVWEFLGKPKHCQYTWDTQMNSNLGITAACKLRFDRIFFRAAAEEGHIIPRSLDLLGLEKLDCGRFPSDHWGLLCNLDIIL
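Read-out basis: percent inhibition. System: recombinant human TDP2. Buffer or medium: Mg2+-containing Tris-HCl buffer, pH 7.5. Repeats: single replicate. Timing: reaction 2 h, 37 °C. Benchmarks: high control without enzyme, low control DMSO plus TDP2. Probe or stimulus: 5 mM T5PNP. Doses: 12.8 µM only. Measured by: epi absorbance of p-nitrophenol freed from T5PNP by hydrolysis.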
Rev-erbA mod = Rev-erb alpha (human) modulation; P20393; Rev-erbα–FITC-DNA binding, fluorescence polarization, 90 min; activity, % at 10 µM; actives 0.79% (n = 370,000);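 active means activity above about 14%, limit read from the data; passing the limit was not always enough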;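 further: 0% = DMSO wells with 35 nM protein and 100% = DMSO wells with 750 nM protein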
mABHD4 FP = inhibitors of mouse ABHD4; inhibition, % at 8.92 µM; Q8VD66; actives 0.54% (n = 370,000); purified mABHD4, FP-Rh probe fluorescence polarization;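 active means inhibition exceeding the mean over every tested compound plus 3 SD, cut at about 30% in these data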;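 further: 0% = plate median of compound wells and 100% = S159A mutant with DMSO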
Target sequence (Q8VD66 whole entry, looked up): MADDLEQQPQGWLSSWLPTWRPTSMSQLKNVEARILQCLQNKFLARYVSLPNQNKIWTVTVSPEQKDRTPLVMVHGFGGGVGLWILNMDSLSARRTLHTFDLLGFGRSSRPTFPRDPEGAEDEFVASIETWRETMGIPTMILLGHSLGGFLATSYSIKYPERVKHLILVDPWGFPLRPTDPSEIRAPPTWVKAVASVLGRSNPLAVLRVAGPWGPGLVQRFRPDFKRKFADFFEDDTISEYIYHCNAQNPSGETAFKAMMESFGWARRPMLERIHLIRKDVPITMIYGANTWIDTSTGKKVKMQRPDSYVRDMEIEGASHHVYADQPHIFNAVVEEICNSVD
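Assay system: mouse ABHD4 enzyme, wild type / Also added: fluorescent activity-based probe FP-Rh / Doses: single nominal dose of 8.92 µM, 0.89% DMSO final / Timing: 45 min compound pre-incubation plus 60 min probe step, 25 °C / Signal: FP readout, ex 525 nm / em 598 nm / Control set: S159A mutant/DMSO as 100%, compound-well median as 0%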
TCR-CD3 inh = blocks the human TCR-CD3 interaction; inhibition, % at 9.4 µM; TAMRA-labeled TCR probe fluorescence, biochemical; actives 0.37% (n = 360,000); AID 651800; in the data active means inhibition above about 19%;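 further: recombinant mutant TCR 2C K166C tagged with TAMRA read by polarization; 0% = receptor in buffer alone and 100% = receptor with positive control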
PRMT1 FP inh = blocks human protein arginine methyltransferase 1; inhibition, % at 2.79 µM; actives 1.3% (n = 370,000); Q99873; recombinant PRMT1, activity-based probe fluorescence polarization; AID 652257;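 active means inhibition above about 21% made by adding two undisclosed values, limit read from the data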
Target sequence (Q99873 whole entry, looked up): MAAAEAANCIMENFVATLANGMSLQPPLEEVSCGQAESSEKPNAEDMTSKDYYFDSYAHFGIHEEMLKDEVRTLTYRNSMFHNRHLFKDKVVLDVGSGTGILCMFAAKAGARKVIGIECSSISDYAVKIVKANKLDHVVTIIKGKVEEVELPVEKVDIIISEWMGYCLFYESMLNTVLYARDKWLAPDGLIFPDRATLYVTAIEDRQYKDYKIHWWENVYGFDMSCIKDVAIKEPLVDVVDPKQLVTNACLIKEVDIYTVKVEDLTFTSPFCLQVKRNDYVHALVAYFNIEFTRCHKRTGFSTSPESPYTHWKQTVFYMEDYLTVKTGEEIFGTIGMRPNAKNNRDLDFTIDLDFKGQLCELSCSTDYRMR
rCAG RNA binder = r(CAG) repeat RNA binding; TO-PRO-1 dye displacement fluorescence; inhibition, % at 3 µM; actives 1.3% (n = 370,000); AID 651821;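 active means inhibition above the plate cutoff, the mean of all test compounds on that plate plus 3 SD, cut at about 35% in these data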;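 further: 0% = DMSO alone and 100% = 100 µM mitoxantrone as full dye displacement; higher means more dye released from RNA so lower well fluorescence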
SIAE primary = blocks human sialic acid acetylesterase | inhibition, % at 9.66 µM | SIAE FP-Rh probe binding, fluorescence polarization | AID 1053197 | Q9HAT2 | actives 0.69% (n = 370,000);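 active means inhibition above a cutoff: mean of compounds within the control limits plus 3 SD of those, cut at about 17% in these data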;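 further: 0% = plate median of compound wells and 100% = probe without SIAE protein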
HTRA1 inhibitor = blocks human HTRA1 serine peptidase | Q92743 | recombinant HTRA1, FP-rhodamine activity-based probe, fluorescence polarization | inhibition, % at 5.96 µM | actives 0.5% (n = 340,000); in the data active means inhibition above about 36%;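 further: 0% = enzyme with DMSO and 100% = wells lacking enzyme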
The depositor's hits bear a star; · = not tested or not shown. This is a subset; the hit share may differ from the screen's.

SMILES	LEDGF integ inh	PG9 Ab binder	TDP2 inh	Rev-erbA mod	mABHD4 FP	TCR-CD3 inh	PRMT1 FP inh	rCAG RNA binder	SIAE primary	HTRA1 inhibitor
Cc1ccc(OCc2cn3cccnc3n2)cc1	1	-2.0	-7	-1	2	-2	2	2	7	4
O=C(O)CCCCCN1C(=O)C(O)=C(C(=O)/C=C/c2ccccc2)C1c1cccc([N+](=O)[O-])c1 (stereo unspecified)	2	-2.5	-11	-7	6	2	3	13	2	-1
O=C(/C=C/c1ccccc1)N1CCC[C@H]1CO	-2	1.1	-4	1	5	0	-3	0	-1	-1
Cc1ccc(S(=O)(=O)Nc2ccccc2C(=O)N2CCOCC2)cc1	-6	0.9	-2	-4	-1	-7	0	-4	-6	0
COC(=O)c1cc(N=Nc2c(C)[nH]c3ccccc23)cc(C(=O)OC)c1	-4	-0.2	-11	-8	9	-4	4	0	0	2
O=C(CSCc1ccccc1Cl)Nc1ccc(C(=O)O)cc1	1	-0.9	8	3	-6	3	-3	0	2	-12
O=C1NC(=S)S/C1=C/c1ccc(Oc2cnccn2)cc1	4	-5.5	-17	-1	-18	4	-6	4	-10	5
COc1cccc(NC(=O)C(OC(=O)c2ccc([N+](=O)[O-])o2)c2ccccc2)c1 (stereo unspecified)	2	-3.9	6	7	-8	-2	-1	10	-5	-8
Cc1ccc(NC(=O)CSc2nnc(C3CCCCC3)n2N)cc1F	3	-1.6	-5	17	-6	-8	-1	-1	-7	-6
COc1ccc2sc(C)cc(=O)c2c1	2	0.3	8	1	-6	-3	4	1	-1	-4
CC(=O)c1cc(F)ccc1OCC(=O)N1CCN(c2ccc(F)cc2)CC1	6	-1.7	1	6	3	3	-3	-5	2	10
CCn1c(COc2ccc(C)cc2)nnc1SCC(=O)Nc1ccc(C(=O)OC)cc1	-1	·	-3	-5	1	·	1	1	-4	·
Cc1ccc(S(=O)(=O)Nc2cccc(-c3cn4ccsc4n3)c2)cc1	-1	-1.3	3	2	-13	2	6	7	-14	-18
CC(=O)Nc1cccc(NC(=O)CSc2nccn2Cc2ccc(F)cc2)c1	2	-0.8	-8	0	-6	7	-6	-1	-1	1
CC1(C(=O)NCc2cccc3ccccc23)CCN1C(=O)C1(c2ccccc2)CC1 (stereo unspecified)	-1	0.6	4	-3	-2	-5	1	-1	-2	·
c1ccc(CN2CCN(c3nc(-c4ccccn4)nc4ccccc34)CC2)cc1	2	-2.3	-7	6	-3	4	-3	-6	2	2
Cc1cccc(N(CC(=O)NC2CCCC2)C(=O)CNC(=O)c2ccco2)c1C	3	1.5	6	1	3	9	-3	-5	-4	5
COc1ccc(/C=c2/sc3n(c2=O)NC2(c4ccccc4)N(C)C(=O)N(C)C2(c2ccccc2)N=3)cc1 (stereo unspecified)	-5	-1.6	-4	-5	4	-2	0	4	-4	-4
COC(=O)c1cc(NC(=O)c2nccnc2C(=O)O)cc(C(=O)OC)c1	5	-0.1	-1	6	8	1	-2	3	5	-5
CN(CCc1ccccc1)C(=O)c1cc(COc2ccc(F)cc2Cl)on1	3	-1.1	-5	5	-11	4	-2	-7	-7	-13
COc1ccc(C2CC(=O)C=C3c4ccc(OC)cc4CCC32)cc1 (stereo unspecified)	-4	2.6	-9	4	4	-7	-1	4	-2	-33
CN1CCN(CC(=O)N2c3ccc(S(=O)(=O)NCCNC(=O)OC(C)(C)C)cc3C(=O)Nc3cccnc32)CC1	3	1.8	-3	-1	10	-8	5	3	7	3
Cc1cccc(NC(=O)c2ccc(NC(=O)CC3SC(N4CCCC4)=NC3=O)cc2)n1 (stereo unspecified)	3	-0.1	1	1	-5	4	-4	4	5	-8
CCOC(=O)[C@H]1[C@H]2COc3ccc(Cl)cc3[C@@H]2N2C(=O)CNC(=O)[C@@]12C	1	0.1	5	1	2	5	0	-5	14	1
CCCCN(C)C(=O)Cn1ncc2c3ccccc3n(CCC)c2c1=O	4	-0.8	-14	9	7	-1	0	-9	2	-14
O=C(Nc1ccccc1N1CCCC1)C1CCN(C(=O)c2ccc(F)cc2)CC1	0	-1.6	1	-2	1	10	-6	-4	1	-2
Cn1nnc2cc(NC(=O)N3CC4(C)CC3CC(C)(C)C4)ccc21 (stereo unspecified)	3	2.9	-5	1	-1	-2	1	-1	-1	7
COC(=O)CSc1nc2ccc(NC(=O)CSc3nnnn3Cc3ccccc3)cc2s1	-5	1.2	-6	2	-24	3	4	12	-7	-14
CCCC(=O)Nc1c2c(nn1-c1ccc(C)cc1C)CSC2	-3	0.4	-2	1	1	-4	1	5	4	-11
O=S(=O)(Nc1ccccc1N1CCOCC1)c1ccc(Cl)s1	-1	1.1	6	-3	4	6	0	0	2	-7
COC(=O)c1cc2c(c3c4cc(OC)ccc4n(C(=O)c4ccccc4)c13)C(=O)N(C1CCCCC1)C2	1	-1.1	6	-3	18	-1	6	15	2	·
COc1ccc(CC(=O)NCC2CCCN(Cc3ccc(F)c(OC)c3)C2)cc1 (stereo unspecified)	4	-1.6	-1	10	-1	-1	-3	-4	-4	6
COc1ccccc1NC(C#N)c1ccccc1OCc1ccccc1 (stereo unspecified)	-1	-0.8	5	-3	-5	-2	1	8	0	-3
CC(C)c1nc(SCC(=O)c2ccc(F)cc2)c2ccccc2n1	3	-2.7	-12	-2	-18	-5	8	0	-1	-20
O=S(=O)(c1ccc(F)cc1)n1ccc(-c2cnc(-c3ccccc3)s2)n1	-1	1.7	8	1	-5	11	0	3	-20	-17
COc1cccc(N2CCN(C(=O)c3cc4c(=O)n(Cc5ccccc5)ccc4nc3C)CC2)c1	7	-1.4	-17	3	-9	3	-4	-5	-5	1
Cc1noc(C)c1C(=O)OCC(=O)Nc1ccc(C(N)=O)cc1	-1	-1.2	-13	-7	-9	-5	6	2	-13	4
CCCCCCn1c(=O)n2n(c1=O)[C@@H]1CN(S(=O)(=O)c3ccc(C)cc3)C[C@]1(O)[C@@H](OC(=O)NCc1ccccc1F)C2	1	-0.9	-9	4	-23	-4	8	5	-11	-37
Cc1cccc(OCC(=O)Nc2nc3ccc([N+](=O)[O-])cc3s2)c1C	1	1.2	6	-5	-5	-2	-1	7	1	4
Cc1cnc(C(=O)OCC(=O)N2CCN(S(=O)(=O)c3ccc(Cl)cc3)CC2)cn1	-5	-1.1	-13	-2	5	-4	1	-1	14	-4
CCOC(=O)c1c(C)[nH]c(C(=O)OCC(=O)NC(C)(C)C)c1C	2	0.8	-3	5	-3	1	-2	-7	2	-5
O=C(Nc1nc(-c2ccco2)c(-c2ccco2)s1)c1ccco1	69*	-13	23	-24	26	17	52*	70*	12	9
COc1cc(OC)c(NC(=O)/C=C/C(=O)O)cc1Cl	-2	-2.8	11	0	6	3	1	4	5	·
O=C(/C=C/c1cccc([N+](=O)[O-])c1)NCCN1C(=O)S/C(=C\c2cccnc2)C1=O	1	-0.3	25*	-1	2	0	1	9	4	-3
Cc1nc(Cl)cc(CS(=O)(=O)c2ccc(Cl)cc2)n1	4	-2.7	-1	6	3	5	-1	-1	0	-1
CCNC(=S)NNC(=O)c1cccn(Cc2ccc(Cl)cc2)c1=O	-2	4.2	-6	2	14	12	2	0	1	20
NC(=O)C1CC(=O)N(c2ccc(OCC(=O)Nc3ccc(F)cc3)cc2)C1 (stereo unspecified)	-4	1.1	-10	1	-11	0	4	0	-3	4
Cc1nc(Cc2nnc(SCC(=O)N3CCN(c4ccccc4)CC3)o2)cs1	1	-1.3	-3	-8	4	-5	2	-2	1	0

Some of the entries above in another layout.
| SMILES | LEDGF integ inh | PG9 Ab binder | TDP2 inh | Rev-erbA mod | mABHD4 FP | TCR-CD3 inh | PRMT1 FP inh | rCAG RNA binder | SIAE primary | HTRA1 inhibitor |
| --- | --- | --- | --- | --- | --- | --- | --- | --- | --- | --- |
| Cc1ccc(S(=O)(=O)Nc2cccc(-c3cn4ccsc4n3)c2)cc1 | -1 | -1.3 | 3 | 2 | -13 | 2 | 6 | 7 | -14 | -18 |
| CC(=O)Nc1cccc(NC(=O)CSc2nccn2Cc2ccc(F)cc2)c1 | 2 | -0.8 | -8 | 0 | -6 | 7 | -6 | -1 | -1 | 1 |
| CC1(C(=O)NCc2cccc3ccccc23)CCN1C(=O)C1(c2ccccc2)CC1 (stereo unspecified) | -1 | 0.6 | 4 | -3 | -2 | -5 | 1 | -1 | -2 | · |
| c1ccc(CN2CCN(c3nc(-c4ccccn4)nc4ccccc34)CC2)cc1 | 2 | -2.3 | -7 | 6 | -3 | 4 | -3 | -6 | 2 | 2 |

Other records
SMILES	LEDGF integ inh	PG9 Ab binder	TDP2 inh	Rev-erbA mod	mABHD4 FP	TCR-CD3 inh	PRMT1 FP inh	rCAG RNA binder	SIAE primary	HTRA1 inhibitor
CC1CCCC(C)N1CC(O)COc1ccc(Cl)cc1 (stereo unspecified)	-4	-0.9	8	7	5	0	0	2	-6	-4
COC(=O)c1c(NC(=O)CSc2nc3nc(C)cc(C)n3n2)sc(C)c1C	0	-1.2	-2	-3	-6	4	1	2	-3	5
CCN(CC)c1ccc(NC(=O)c2ccc(S(=O)(=O)N3CCOCC3)cc2)cc1	-5	-11	1	-3	1	-6	-3	2	11	0
COC(=O)c1ccc(N2C(=O)CC(N3CCN(c4ccccc4)CC3)C2=O)cc1 (stereo unspecified)	2	0.8	5	13	-2	-1	6	2	5	4
CC(C)CSc1nsc(N)n1	-3	-1.9	3	-5	2	-3	-2	3	-4	-1
CCCCC(=O)Nc1ccc(C(=O)NCc2ccncc2)cc1	-4	0.6	-7	-1	0	4	1	1	-1	-2
CO[C@H]1CN(C)C(=O)c2cc(NC(=O)c3cc(C)on3)ccc2OC[C@@H](C)N(C(=O)C2CC2)C[C@H]1C	-4	-1.4	1	4	0	8	-3	2	0	·
COc1ccccc1-n1c(N)c(C(N)=O)sc1=S	0	-1.4	-4	3	4	4	1	-1	-2	0
Cn1c(C(=O)c2ccncc2)cc2ccccc21	-1	0.4	7	7	-2	2	-2	-3	-1	-4
Cc1ccc(Nc2nnns2)cc1C	-5	-0.8	-6	4	-6	1	0	-5	-4	8
C=CCn1c(N)cc(=O)nc1SCC(=O)Nc1ccc(C)cc1	0	0.3	10	-2	8	-2	-1	3	2	11
Cc1ccc(N2C(=O)c3ccccc3C2(O)c2ncc[nH]2)cc1 (stereo unspecified)	2	-0.7	2	-1	4	0	-1	0	2	3
CCN1C(=O)C(CC(=O)Nc2ccc(OC)cc2)N(CCc2ccc(OC)cc2)C1=S (stereo unspecified)	1	-2.0	-26	5	-25	-5	-2	2	-9	-25
OC[C@@H]1CN(Cc2ccc(-c3ccccc3)cc2)C[C@H](n2cnc3c(N4CCOCC4)ncnc32)O1	4	-0.6	-7	1	-9	4	-9	3	-12	·
COc1cc(OC)c(OC)cc1/C=N/NC(=O)CC1C(=O)NN=C1C (stereo unspecified)	0	0.2	2	-1	-5	-6	2	-1	1	3
Cc1ccc(C2(C)NC(=O)N(CC(=O)NC(C)c3ccccc3)C2=O)cc1 (stereo unspecified)	-3	-1.2	-5	1	-2	5	-1	-4	-4	1
C[C@H]1CCC(=O)N(CCSc2ccc(Br)cc2)CC1	-4	-0.5	1	2	1	4	1	-9	12	-3

Screening data from PubChem.
